Screens as filed in PubChem BioAssay.
V-ATPase pH = regulators of yeast V-ATPase proton pumping, primary screen, pHLuorin cytosolic pH fluorescence | S. cerevisiae | response, % at 10 µM | 350,000 compounds, 0.37% hits; in the data active = response mostly above about 7.3%, no sharp cut-off; inactive = mostly below about 5.4%; note: actives read high; inactives centre near 0; some compounds called inactive have numbers as strong as hits; reference of the scale not given here
PKA-R1A activ = activators of PKA-R1A holoenzyme, primary screen, biochemical, fluorescence polarization, Cy5-IP20, bovine R1A, mouse PKAc; cAMP-dependent protein kinase type I-alpha regulatory subunit (Bos taurus) + …; activation, % at 11.4 µM; PKA-R1A dissociation; scaled: DMSO 0%, 113 µM cGMP 100%; AID 504707, 2011; 340,000 compounds, 0.083% hits;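 active = percent activation above the mean of all tested compounds plus 3 SD, cut at about 19% in these data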;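 note: higher means more PKAc released from R1A so a rise in polarization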
OPRM1-OPRD1 inv = inverse agonists of MOR-DOR heterodimerization, primary screen, cell-based, luminescence; Mu-type opioid receptor (Homo sapiens) + Delta-type opioid receptor (Homo sapiens), …; cell-based MOR-DOR heterodimer luminescence, inverse agonism; inhibition, % at 9.3 µM; 340,000 compounds, 0.21% hits; AID 504357, 2011; in the data active = inhibition above about 22%, passing the limit was not always enough;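 note: 0% = cells with DMSO and 100% = wells without cells with DMSO; values of inactives mirror those of a sister screen read the other way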
OPRM1-OPRD1 ag = agonists of OPRM1-OPRD1 heterodimerization, primary screen, cell-based, luminescence. activation, % at 9.3 µM. Mu-type opioid receptor (Homo sapiens) + Delta-type opioid receptor (Homo sapiens), …. cells. 340,000 compounds, 0.3% hits; in the data active = activation above about 18%;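 note: 0% = vehicle-treated cells and 100% = reference agonist; values of inactives mirror those of a sister screen read the other way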
DAGLB inh = DAGLB lipase inhibitors, primary screen, biochemical, fluorescence, HTS; 340,000 compounds, 0.059% hits; inhibition, % at 5.17 µM; HEK293T DAGLB membrane lysate, EnzChek fluorogenic substrate; AID 504411, 2011; Diacylglycerol lipase-beta (Homo sapiens), Q8NCG7; in the data active = inhibition above about 34%;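 note: 0% = enzyme with vehicle and 100% = wells lacking enzyme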
Target sequence (Q8NCG7 whole entry, looked up): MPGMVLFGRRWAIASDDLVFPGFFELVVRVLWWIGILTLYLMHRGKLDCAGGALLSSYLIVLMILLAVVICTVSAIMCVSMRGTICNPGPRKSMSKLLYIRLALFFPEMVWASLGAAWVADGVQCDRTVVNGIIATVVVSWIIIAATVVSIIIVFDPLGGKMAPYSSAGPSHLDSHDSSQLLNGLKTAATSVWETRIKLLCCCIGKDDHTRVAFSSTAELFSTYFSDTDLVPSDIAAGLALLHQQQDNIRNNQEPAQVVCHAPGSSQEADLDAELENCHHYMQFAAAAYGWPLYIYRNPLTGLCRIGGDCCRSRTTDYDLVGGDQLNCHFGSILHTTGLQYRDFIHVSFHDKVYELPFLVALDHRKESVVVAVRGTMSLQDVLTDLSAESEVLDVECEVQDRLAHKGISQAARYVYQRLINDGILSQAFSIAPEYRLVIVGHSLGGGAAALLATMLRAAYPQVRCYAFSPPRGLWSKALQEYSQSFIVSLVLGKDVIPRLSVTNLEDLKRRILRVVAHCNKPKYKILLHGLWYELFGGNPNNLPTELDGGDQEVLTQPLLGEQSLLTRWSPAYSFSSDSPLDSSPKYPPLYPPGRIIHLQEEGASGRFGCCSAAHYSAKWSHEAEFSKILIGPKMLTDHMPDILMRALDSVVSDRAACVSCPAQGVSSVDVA
PKA-R2B act = activators of PKA-R2B holoenzyme, primary screen, biochemical, fluorescence polarization, Cy5-IP20, human; activation, % at 11.4 µM; AID 504700, 2011; 340,000 compounds, 0.079% hits; cAMP-dependent protein kinase catalytic subunit beta (Homo sapiens) + cAMP-dependent …; PKA-R2B holoenzyme dissociation; R2B truncated from residue 108, S112A mutant; 0% DMSO only, 100% 113 µM cGMP;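 active = activation above a cutoff set at the mean over all compounds plus 3 SD, cut at about 18% in these data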;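 note: higher means more holoenzyme dissociation and a rise in polarization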
Target sequence (P31323 whole entry, looked up, other chains not shown, the tested form may be a part): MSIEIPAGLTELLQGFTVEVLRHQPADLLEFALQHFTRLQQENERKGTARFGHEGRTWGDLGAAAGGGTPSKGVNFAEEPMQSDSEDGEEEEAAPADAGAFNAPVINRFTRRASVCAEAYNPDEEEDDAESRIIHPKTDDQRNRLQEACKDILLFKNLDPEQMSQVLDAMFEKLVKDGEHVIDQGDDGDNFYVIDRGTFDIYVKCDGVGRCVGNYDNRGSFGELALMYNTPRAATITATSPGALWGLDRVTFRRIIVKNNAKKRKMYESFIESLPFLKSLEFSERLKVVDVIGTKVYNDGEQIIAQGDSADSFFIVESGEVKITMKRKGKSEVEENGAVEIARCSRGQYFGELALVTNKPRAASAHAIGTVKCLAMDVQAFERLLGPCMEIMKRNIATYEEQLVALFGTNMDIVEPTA
HTR5A ag = HTR5A agonists in luminescence cell assay, primary screen, counter-screen for OPRM1-OPRD1 heterodimer agonist project, full-deck HTS. 5-hydroxytryptamine receptor 5A (Homo sapiens), P47898. cell-based. activation, % at 9.3 µM. 340,000 compounds, 0.61% hits; in the data active = activation mostly above about 9.5%, no sharp cut-off; inactive = mostly below about 7.6%;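 note: 0% = cells with vehicle only and 100% = reference agonist; strong numbers were not always called active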
Arr AP2 block = inhibitors of beta-arrestin/AP2 binding, primary screen, biochemical, GPCR trafficking, flow cytometry; beta-arrestin 1 C-terminal peptide binding to AP2 beta2-adaptin appendage (human); FITC-arrestin peptide / GST-AP2 beads; AP2 beta2 appendage carries R879A mutation; inhibition, % at 10 µM; 340,000 compounds, 0.31% hits; AID 504490, 2011;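 active = inhibition above a set limit, near 3 SD of compounds lacking own fluorescence, cut at about 54% in these data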;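 note: plate controls were DMSO wells for no effect and 5 µM unlabelled arrestin peptide for full effect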
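System: GST-tagged AP2 beta2-adaptin appendage (R879A) on 4 µm glutathione beads / Reagent: FITC-arrestin peptide, 50 nM / Detection: HyperCyt-sampled flow cytometry, FL1 channel, ex 488/em 535 nm / Timing: 12 min plus 1 h, RT / Buffer or medium: PBS plus Tween 20 (0.05%) and BSA (0.1%)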
Pemphigus Ab inh = inhibitors of pemphigus antibody binding to DSG3, primary screen, biochemical, bead-based, flow cytometry, scFv-GFP; binding (percent of control), % at 10 µM; 310,000 compounds, 0.48% hits; AID 588358, 2011; Desmoglein-3 (Homo sapiens), P32926; DSG3-coupled beads, scFv-anti-DSG3-GFP binding; hits give low values;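 active = binding more than 3 SD below its plate's average and above zero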;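 note: hits lower antibody fragment binding to DSG3; some compounds called inactive have numbers as strong as hits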
HTR5A inv ctr = HTR5A inverse agonists in luminescence cell assay, primary screen, counter-screen for OPRM1-OPRD1 heterodimer inverse agonist project, full-deck HTS | HTR5A cell line, inverse agonism | AID 504634, 2011 | 340,000 compounds, 0.083% hits | inhibition, % at 9.3 µM; in the data active = inhibition mostly above about 23%, no sharp cut-off; inactive = mostly below about 18%;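 note: 0% = cells with DMSO and 100% = no-cell wells with DMSO; some compounds called inactive have numbers as strong as hits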
* marks the source's active call; other numbers are inactive results; nt = not tested or not shown.

SMILES | V-ATPase pH | PKA-R1A activ | OPRM1-OPRD1 inv | OPRM1-OPRD1 ag | DAGLB inh | PKA-R2B act | HTR5A ag | Arr AP2 block | Pemphigus Ab inh | HTR5A inv ctr
COc1ccc2nc(-c3ccccc3)[nH]c2c1 | -3 | -11 | 5 | -0.9 | 0 | -4 | -2 | 21 | 102 | -21
COc1cccc(CNC(=O)COC(=O)c2c(C)nn(-c3ccccc3)c2Cl)c1 | 3 | -5 | 9 | -2.2 | -4 | -2 | 10 | -6 | 94 | -24
Cc1ccc(C(=O)CN(C(=O)c2ccc(Cl)cc2)N2C(=O)c3ccccc3C2=O)cc1 | 3 | -6 | 6 | -1.0 | -4 | -1 | -2 | 6 | 101 | 6
CC(=O)c1nc(N2C(=O)CC(Cc3cccc(C)c3)C2=O)sc1C (stereo unspecified) | 2 | -7 | 3 | -0.6 | -1 | 8 | 5 | 0 | 109 | 25
CCOC(=O)C1(CCOC)CCN(C/C=C/c2ccccc2OC)CC1 | -1 | -1 | -14 | 2.9 | 0 | -7 | -2 | -4 | 114 | 6
CN(CC(=O)NC1CCN(Cc2ccccc2)CC1)S(=O)(=O)c1ccc2c(c1)c(=O)n(C)c(=O)n2C | -3 | 2 | 10 | -1.8 | -1 | -7 | -5 | 41 | 101 | 8
COc1ccc(C(=O)NC(C)c2nnc(SCC(=O)Nc3nc4ccccc4s3)n2C)cc1 (stereo unspecified) | 2 | 6 | 8 | -1.4 | 0 | -2 | 2 | 8 | 110 | -17
CC1CN=C(N(C(=O)Nc2ccccc2)C(C)c2ccccc2)S1 (stereo unspecified) | 8 | -10 | 12 | -2.4 | 0 | -13 | 5 | -3 | nt | -14
N#CC1=C(SCC(=O)c2ccc(Br)cc2)NC2=C(C(=O)CCC2)C1c1ccco1 (stereo unspecified) | 1 | -3 | 16 | -3.3 | -1 | -13 | 6 | 0 | 106 | -4
C(=N\N1CCOCC1)/c1ccsc1 | -1 | 0 | 6 | -1.1 | -1 | 6 | -2 | -1 | 106 | 9
O=C(CSc1n[nH]c(=O)n1-c1cccnc1)Nc1ccccc1 | 1 | -4 | 19 | -3.7 | -2 | 4 | 1 | 5 | 104 | 1
O=C(NNC(=O)c1ccccc1F)C1=NN(c2ccccc2)C(=O)CC1 | 0 | -10 | 11 | -2.2 | 1 | -11 | 0 | -7 | nt | -1
CC(C)(C)c1cc[n+](-c2[nH]c(=O)sc2/C=N/N=C(\[O-])c2cccnc2)cc1 | 1 | 2 | 11 | -2.0 | 0 | -7 | 4 | -5 | nt | 20
O=C(O)c1ccc(S(=O)(=O)NC2CCCc3ccccc32)cc1 (stereo unspecified) | 1 | 6 | 19 | -3.4 | 1 | 3 | 12 | -1 | 100 | -31
Cc1ccc2c(c1)c1c3n2CCN(CCC(=O)O)C3CCC1 (stereo unspecified) | 0 | -24 | 14 | -2.9 | 0 | 8 | 3 | 27 | 92 | -10
COc1ccc(N=C2SCC(=O)N2CCc2ccc(OC)c(OC)c2)cc1 | 1 | 1 | 2 | -0.4 | -1 | 0 | -1 | -11 | 97 | 0
CCCOc1ccccc1/C=C1\SC(N)=NC1=O | 6 | 4 | 1 | -0.2 | -9 | 1 | -1 | 12 | 93 | 4
Cc1cc(C)c2c3c(sc2n1)C(=O)N(Cc1ccccc1)CC(=O)N3 | -3 | 3 | 7 | -1.5 | 2 | -9 | -4 | 6 | nt | 11
CCN(Cc1ccncc1)C(=O)c1ccc2c(c1)S(=O)(=O)c1ccccc1C2=O | -5 | 0 | -4 | 0.8 | -1 | -2 | 2 | 22 | 95 | -12
CCOC(=O)c1ccc(S(=O)(=O)NCCN(CC)CC)cc1 | 2 | -2 | 1 | -0.2 | 2 | -11 | -1 | 18 | 113 | 16
CC1Cc2cc(/C(O)=C3/C(=O)C(=O)N(CCN4CCOCC4)C3c3cccc(Cl)c3)ccc2O1 (stereo unspecified) | 0 | -3 | 13 | -2.2 | 0 | 4 | 0 | 1 | 103 | 8
O=S(=O)([O-])CCC[n+]1ccc(Oc2ccccc2)cc1 | 1 | -6 | 3 | -0.5 | -1 | -6 | -2 | 3 | 124 | 8
Cc1cc(NC(=O)C(C)SCC(=O)OC(C)C(=O)Nc2ccccc2C)no1 (stereo unspecified) | -1 | 1 | 15 | -2.7 | 1 | -5 | 2 | 1 | 101 | 17
COc1ccc(C2(c3ccc(OC)cc3)NC(=O)N(CC(=O)Nc3ccc(C(=O)N(C)C)cc3)C2=O)cc1 | 3 | 5 | 14 | -2.6 | -4 | -9 | -1 | 3 | 104 | -6
CN(Cc1ccccc1)C(=O)C1CCN(S(=O)(=O)c2ccc(-n3cnnn3)cc2)CC1 | 2 | 21* | -8 | 1.3 | -2 | 10 | -1 | 2 | 92 | 1
Nc1nonc1-c1nc2ccccc2n1Cc1ccc(F)cc1Cl | 0 | 2 | 6 | -1.0 | -8 | -1 | 3 | 11 | 102 | -1
COc1ccc(SCc2noc(C(=O)NCC3CCCO3)c2C(=O)O)cc1 (stereo unspecified) | 9 | 10 | 12 | -2.2 | 1 | -5 | 6 | -3 | 96 | -16
Cc1cccc(C)c1NC(=O)CN(C)C(=O)c1ccc(NS(=O)(=O)c2ccc3[nH]c(=O)[nH]c3c2)cc1 | 0 | -16 | -3 | 0.4 | 1 | -15 | 0 | -10 | 100 | 0
O=C(Cn1c(=O)n(CC2CCCO2)c(=O)c2ccccc21)c1ccc(Cl)c(Cl)c1 (stereo unspecified) | -3 | -13 | 4 | -0.7 | -2 | -9 | -3 | -3 | nt | -9
O=C(Oc1ccc(NC(=O)c2cc3c(cc2Br)OCO3)cc1)c1ccccc1 | 0 | -7 | -25 | 5.5 | -1 | 4 | -3 | 14 | 109 | 12
CCOC(=O)c1cc2c(ccn2C)n1CC(=O)N1CCN(c2ccccc2)CC1 | -2 | -9 | -14 | 2.2 | 2 | 5 | 2 | 6 | 86 | -4
CCn1c(SCC(=O)N2CCC(C)CC2)nc2c([nH]c3ccccc32)c1=O | 0 | -2 | nt | nt | -1 | 4 | nt | nt | 103 | nt
CC(C)Oc1cc(NC(=O)CS(=O)(=O)CC(=O)N(C)C)c(Cl)cc1Cl | 1 | 0 | 6 | -1.1 | 0 | -3 | 1 | -1 | 101 | -9
COc1cc(CNCCNC(=O)c2nonc2N)ccc1OCc1ccc(Cl)nc1 | -1 | 7 | -9 | 1.3 | -1 | -4 | -4 | -6 | 97 | 10
N#Cc1ccc(Nc2nc(-c3ccc(O)cc3O)cs2)cc1C(F)(F)F | -2 | -5 | -23 | 4.3 | 4 | -4 | 13* | 2 | 110 | -27
O=C(Nc1cccc(-c2cccc(F)c2)c1)C1CCN(Cc2ccco2)CC1 | 0 | -7 | -5 | 0.8 | 1 | -7 | 8 | -4 | 110 | -30
Cc1cc(F)ccc1N1CCC(N2CCN(CCC(C)C)C(CCO)C2)CC1 (stereo unspecified) | -2 | -6 | -4 | 0.8 | 4 | 7 | 4 | 2 | 116 | 10
O=C(Nc1ccsc1C(=O)O)c1cccc(C(F)(F)F)c1 | 1 | -2 | 20 | -3.5 | 3 | -5 | 0 | -11 | 96 | 2
O=C(CC(=O)N/N=C/c1ccc(C(=O)O)cc1)NCCc1ccccc1 | -3 | 0 | 15 | -2.6 | 0 | 8 | 4 | 1 | 111 | -1
c1ccc(COc2ccc(OCCCCN3CCCCC3)cc2)cc1 | -3 | 7 | -3 | 0.6 | 0 | -6 | 7 | -4 | 116 | -19
COc1cccc(CNc2nc3ccc(C)cc3n3cnnc23)c1 | 2 | 5 | 3 | -0.7 | -3 | -4 | -1 | -6 | 113 | 8
CN(C)c1ccc(N2[C@@H](CC(=O)O)c3cc(C(F)(F)F)ccc3S2(=O)=O)cc1 | -6 | -2 | 16 | -3.0 | -2 | -2 | 2 | 0 | 103 | 4
O=[N+]([O-])c1ccc(Oc2cccc(F)c2)c2ccncc12 | 1 | 16 | -41 | 8.9 | -1 | 0 | 1 | 3 | 96 | 1
Cc1ccc(OCc2cc(C(=O)N(C)Cc3cc(C4CC4)n[nH]3)no2)cc1C | 2 | -6 | 4 | -0.8 | 2 | 4 | 2 | -8 | 102 | -10
O=C(NCCN1CCN(C(=O)c2ccc(Br)cc2)CC1)c1ccc(Br)cc1 | 1 | -8 | 4 | -0.7 | 1 | 3 | 4 | 15 | 100 | -7
COc1ccc(S(=O)(=O)NCCC(C)C)cc1OC | -1 | -7 | 21 | -4.7 | -1 | -10 | 4 | -4 | 118 | 15
CC(C)NC(=O)Cn1cc(C(=O)C(=O)N2CCOCC2)c2ccccc21 | 6 | 2 | 2 | -0.4 | 1 | 0 | -3 | 2 | nt | 11
CC(=O)N1C(=O)C2(C(C#N)=C(N)Oc3cc(C)oc(=O)c32)c2ccccc21 (stereo unspecified) | 0 | -7 | 20 | -3.5 | 1 | -12 | 1 | 21 | 107 | 9
COC(=O)c1sccc1NC(=O)CCC1CCCCC1 | 0 | 9 | -31 | 5.2 | -11 | -1 | 3 | 7 | 101 | 5
COc1cccc(OC)c1C(=O)NC(C)C12CC3CC(CC(C3)C1)C2 (stereo unspecified) | -1 | 9 | 17 | -3.5 | -2 | -2 | 1 | 19 | 106 | 18
Cc1cc(-c2ccccc2)nc(SCc2ccc(C(=O)O)o2)n1 | 0 | 0 | 7 | -1.6 | 0 | -2 | 1 | 7 | 108 | -12
Cc1ccc(N2CCN(C(=O)c3ccccc3)CC2)c(C)c1 | nt | -3 | -12 | 2.2 | -2 | -4 | 1 | 17 | 100 | -25
COc1ccc(C(=O)CSc2nnc(COc3ccc(C#N)cc3)n2-c2ccccc2)cc1 | -2 | 4 | -3 | 0.5 | -1 | 10 | -2 | 0 | 91 | 26

Record cards, as listed above.
O=C(Nc1ccsc1C(=O)O)c1cccc(C(F)(F)F)c1 as listed: V-ATPase pH: 1; PKA-R1A activ: -2; OPRM1-OPRD1 inv: 20; OPRM1-OPRD1 ag: -3.5; DAGLB inh: 3; PKA-R2B act: -5; HTR5A ag: 0; Arr AP2 block: -11; Pemphigus Ab inh: 96; HTR5A inv ctr: 2
N#Cc1ccc(Nc2nc(-c3ccc(O)cc3O)cs2)cc1C(F)(F)F as listed: V-ATPase pH: -2; PKA-R1A activ: -5; OPRM1-OPRD1 inv: -23; OPRM1-OPRD1 ag: 4.3; DAGLB inh: 4; PKA-R2B act: -4; HTR5A ag: 13*; Arr AP2 block: 2; Pemphigus Ab inh: 110; HTR5A inv ctr: -27
